Screens from PubChem BioAssay.
D1 agonist: agonists of human D1 dopamine receptor; P21728; activation, % at 2 µM; AID 504660; 360,000 tested, 1% active; HEK293 T-REx D1 cells, calcium flux, agonist mode; note: 0% is about no effect
Target sequence (P21728 whole entry, looked up): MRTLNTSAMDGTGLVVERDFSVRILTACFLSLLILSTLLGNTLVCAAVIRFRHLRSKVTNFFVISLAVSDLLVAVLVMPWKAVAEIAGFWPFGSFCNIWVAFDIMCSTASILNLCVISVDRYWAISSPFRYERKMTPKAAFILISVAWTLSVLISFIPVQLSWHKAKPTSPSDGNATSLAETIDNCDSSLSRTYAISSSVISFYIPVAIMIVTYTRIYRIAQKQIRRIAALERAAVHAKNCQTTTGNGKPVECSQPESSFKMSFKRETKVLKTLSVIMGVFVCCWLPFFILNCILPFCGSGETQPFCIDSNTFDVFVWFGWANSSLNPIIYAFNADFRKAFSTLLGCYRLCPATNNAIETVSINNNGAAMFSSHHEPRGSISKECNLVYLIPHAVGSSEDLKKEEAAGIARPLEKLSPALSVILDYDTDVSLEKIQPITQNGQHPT
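Inducible HEK293 T-REx D1 cells, force-coupled to calcium signalling, were plated at 4000 cells/well with tetracycline and held overnight at 30 C. After no-wash calcium dye loading, compound-evoked calcium rise over 180 s flagged agonists.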
TRHR agonist: TRH receptor (human) agonism; 360,000 tested, 0.18% active; AID 493084; TRHR cells, calcium flux fluo-8, FDSS agonist mode; activation, % at 2 µM; note: 0% is about no effect
Target sequence (P34981 whole entry, looked up): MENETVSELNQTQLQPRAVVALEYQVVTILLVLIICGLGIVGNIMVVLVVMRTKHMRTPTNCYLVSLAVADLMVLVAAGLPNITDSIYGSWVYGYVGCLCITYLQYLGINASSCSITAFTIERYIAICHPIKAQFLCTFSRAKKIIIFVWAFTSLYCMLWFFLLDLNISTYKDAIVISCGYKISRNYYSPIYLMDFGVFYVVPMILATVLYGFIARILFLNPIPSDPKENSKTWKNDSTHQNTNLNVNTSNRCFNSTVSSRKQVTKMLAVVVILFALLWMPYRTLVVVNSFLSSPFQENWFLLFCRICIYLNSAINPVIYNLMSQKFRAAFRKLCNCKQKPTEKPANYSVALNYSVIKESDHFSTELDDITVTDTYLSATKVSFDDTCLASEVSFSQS
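Read-out: compound-evoked intracellular calcium rise in TRHR cells, fluo-8 dye, kinetic FDSS fluorescence at 1 s/cycle following a 10-cycle baseline. Cells cultured overnight before dye loading (30 min–1.5 h, RT).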
D2 potentiator: positively modulates the human D2 dopamine receptor allosterically | P14416 | 340,000 tested, 0.34% active | HEK293 T-REx D2, calcium flux, EC20 dopamine potentiation | AID 485347 | potentiation, % at 10 µM;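 active = potentiation over 3 SD above the plate norm, cut at about 30% in these data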; note: 0% is about no effect
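Calcium flux readout, no-wash dye, 1 read/s. Inducible HEK293 Trex D2 line, overnight 30 C. Compound alone 180 s (agonist flags), then EC20 dopamine, another 180 s to score potentiation.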
D1 antag: blocks dopamine activation of the human D1 receptor; P21728; activity change, negative = inhibition, % at 10 µM; 360,000 tested, 3.2% active; HEK293 TREx D1 cells, calcium flux, dopamine EC80; stronger effect = lower value; in the data active = activity change below about -30%; note: % is set by controls: 0 for no effect and ±100 for the full control effect
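HEK293 T-REx cells expressing inducible, force-coupled D1 receptor; no-wash Ca dye, 30–90 min RT. Cmpd → 180 s read at 1 Hz → EC80 DA → 180 s read.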
TRHR PAM: allosterically enhances the human TRH receptor; TRHR cells, fluo-8 calcium fluorescence, EC20 TRH enhancement; P34981; AID 493056; enhancement, % at 2 µM; 360,000 tested, 0.66% active; in the data active = enhancement above about 30%; note: 0% is about no effect
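TRHR-expressing cells loaded with fluo-8 calcium dye were read kinetically (ex 480/em 530) during compound addition, then stimulated with an EC20 of TRH (10 nM final). Enhancement of the Gq-mediated intracellular calcium response was scored.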
D2 antagonist: antagonists of human D2 dopamine receptor | HEK293 TREx D2 cells, calcium flux, dopamine EC80 | P14416 | 340,000 tested, 2% active | inhibition, % at 10 µM | AID 485344; in the data active = inhibition above about 30%; note: 0% is about no effect
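Tetracycline-induced HEK293 T-REx cells expressing D2 force-coupled to calcium signalling were dye-loaded, exposed to compound for 180 s, then challenged with an EC80 of dopamine; calcium flux was followed kinetically for a further 180 s.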
RXFP1 antagonist: blocks the human relaxin receptor RXFP1; 350,000 tested, 0.59% active; AID 1259400; HEK293-RXFP1, relaxin-stimulated cAMP HTRF, 30 min; stronger effect = lower value; activity change, negative = inhibition, % at 57.5 µM;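 active = activity change of -60% or lower, but not beyond a set lower limit; inconclusive = change between -60% and -40%, or beyond the set limit; inactive = change above -40%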; note: % is set by controls: 0 for no effect and ±100 for the full control effect
D1 PAM: human D1 dopamine receptor positive modulation; P21728; HEK293 TREx D1 cells, calcium flux, dopamine EC20 potentiation; potentiation, % at 10 µM; 360,000 tested, 0.036% active; AID 504651; in the data active = potentiation above about 30%; note: 0% is about no effect
D2 ag: agonists of human D2 dopamine receptor. activation, % at 2 µM. 340,000 tested, 0.53% active. AID 485358. P14416. HEK293 T-REx D2 cells, calcium flux agonist mode;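 active = activation over 3 SD above normal in the single-dose calcium agonist read, cut at about 30% in these data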; note: 0% is about no effect
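HEK293 Trex D2 cells, tetracycline-induced, o/n 30 C 5% CO2; no-wash Ca dye, RT 30–90 min; 10-cycle baseline, 23 nl cpd added, kinetic Ca read 180 s; agonist hits = positive Ca response.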
* marks the source's active call; other numbers are inactive results; ? = inconclusive; / = not tested or not shown. Cut-off read from the data, not from the text of the source, unless noted: active = activation above about 30%; inactive = the rest.

SMILES | D1 agonist | TRHR agonist | D2 potentiator | D1 antag | TRHR PAM | D2 antagonist | RXFP1 antagonist | D1 PAM | D2 ag
O=C(O)c1csc(Br)c1Br | 3 | 0.3 | 3 | -12 | 5 | -1 | -23 | -3 | 1.1
NS(=O)(=O)c1ccc(Nc2nc(-c3ccc(O)cc3O)cs2)cc1 | 0 | -0.2 | -3 | -17 | -1 | 9 | 3 | 0 | 0.5
COc1ccc(-n2c(N)c(C(=O)NCc3ccco3)c3nc4ccccc4nc32)c(OC)c1 | 0 | 0.5 | / | -10 | 9 | -9 | -10 | -3 | 1.3
O=C(O)/C(=C\c1cccc(F)c1)c1ccc(S(=O)(=O)N2CCCC2)s1 | 3 | -0.1 | 13 | -20 | 8 | -9 | -2 | / | 0.9
O=C(NC(Cc1ccccc1)C(=O)O)/C(=C/c1ccccc1)NC(=O)c1ccccc1 (stereo not drawn) | 3 | -0.1 | -3 | 9 | -10 | 10 | 7 | 5 | -0.6
CC(=C/C(=O)O)/C(=C\c1ccc(Br)o1)C(=O)O | 1 | 0.2 | 1 | 6 | -2 | 5 | -9 | -3 | 0.2
CCCCCCCCCn1cc(C(C)=O)c(=O)[nH]c1=O | -1 | -0.6 | 11 | 1 | -4 | -5 | 8 | -5 | 0.1
COc1ccc(C(=O)CNc2ccccc2Br)cc1 | 1 | 0.1 | -6 | 19 | -2 | -3 | 14 | -3 | -0.5
Cc1noc(C)c1COc1ccc(CC(=O)NC2CCCCCC2)cc1 | 8 | -0.3 | -1 | -2 | -2 | 2 | 1 | -2 | 0.1
COc1ccc(Cl)c(NCCC(=O)O)c1 | 0 | 0.7 | / | -19 | -8 | / | -14 | 10 | /
Cc1ccc(NC(=O)c2ccc(=O)n(CC(=O)Nc3cccc(C)c3)n2)cc1 | 1 | -0.2 | 6 | 4 | -1 | / | -3 | 0 | 0.4
Cc1cccc(N2CCN(C(=O)C3CCCN(S(=O)(=O)c4ccc(Br)s4)C3)CC2)c1C (stereo not drawn) | 3 | -0.5 | 13 | -13 | -3 | / | -11 | 1 | 0.9
CCCSc1nc2c(c(=O)n1CC)SC(C)C2 (stereo not drawn) | 1 | 1.4 | 3 | 13 | 4 | -28 | -38 | / | -0.4
COC(=O)CN(CCc1ccccc1)S(=O)(=O)c1ccc(OC)c(OC)c1 | 2 | 0.2 | 15 | 3 | 2 | -6 | -11 | -2 | 0.0
COc1ccc(CN2CCCC(C(=O)c3ccc(Cl)cc3)C2)cc1Cn1cncn1 (stereo not drawn) | 7 | -2.3 | -14 | -14 | 10 | 9 | 6 | -5 | -1.7
CC(C)OC(=O)CSc1nnc(Cc2ccccc2)n1Cc1ccco1 | 6 | -2.1 | 1 | 1 | 22 | -3 | 19 | -2 | -0.9
Cn1ncc2c(N3CCN(c4cccc(Cl)c4)CC3)ncnc21 | 3 | -0.5 | 13 | -29 | 1 | / | 11 | -1 | 2.3
CN(C)c1ccc(/C=N/NC(=O)c2ccc3c(c2)OCCO3)cc1 | 2 | -0.9 | -10 | 23 | -4 | -16 | 0 | 1 | 2.9
COc1ccc(N(CC(=O)N/N=C/c2cc(OC)ccc2OC)S(=O)(=O)c2ccccc2)cc1 | 6 | -0.5 | 16 | -7 | 14 | -10 | -1 | 0 | 0.7
O=C(CCC1CCCC1)N=C1SC2CS(=O)(=O)CC2N1Cc1ccccc1 (stereo not drawn) | 4 | 0.3 | -5 | -43* | -1 | 6 | 6 | -2 | 0.4
CCOC(=O)N1CCN(C(=O)c2cccc(-n3c(=S)[nH]c4cc(Cl)ccc4c3=O)c2)CC1 | 1 | -1.0 | 5 | -7 | -1 | 7 | -27 | -3 | -1.3
COCCNC(=O)C(=O)c1cc(C)n(-c2ccc([N+](=O)[O-])cc2)c1C | 3 | 0.1 | / | 6 | -4 | / | -6 | -1 | /
COc1cccc(OC)c1C(=O)Nc1ccc([N+](=O)[O-])cn1 | 1 | 0.6 | -5 | 36 | 5 | -6 | 17 | 0 | 0.4
CC(C)NC(=O)c1ccc(CSCc2ccccc2Cl)o1 | 7 | -0.7 | -5 | -18 | -9 | 2 | 35 | -8 | -0.9
O=c1c2sccc2n(Cc2cc(=O)n3ccccc3n2)c(=O)n1-c1ccccc1 | -1 | 0.0 | 4 | 8 | 2 | 8 | 3 | 0 | 0.0
CCN1CCN(c2ccc(S(=O)(=O)N3CCCCC3)cc2NC(=O)CC(C)c2ccccc2)CC1 (stereo not drawn) | 22 | 0.8 | -2 | -1 | 6 | 0 | -11 | -3 | 1.1
O=C(c1ccccc1)c1nn(-c2ccccc2)c2nnc(Cc3ccccc3)c(=O)n12 | 1 | -0.1 | -6 | 5 | -3 | 12 | -11 | -2 | -0.1
COc1ccc(NC(=O)NC(C)c2c(-n3cccc3)sc3c2CCN(C)C3)c(OC)c1 (stereo not drawn) | 1 | 0.5 | -10 | 8 | -3 | / | -8 | -1 | 1.0
O=C(CSc1ncnc2nc[nH]c12)c1ccc2ccccc2c1 | 11 | 0.7 | 2 | -17 | -4 | -15 | ? | -6 | 0.8
Cc1ccc(CNC(=O)c2c(-c3cccc(Br)c3)noc2C)o1 | 1 | -0.8 | 15 | 6 | 7 | / | -11 | 0 | -1.0
Cc1oc2c(c(C)cc3oc(=O)c(CC(=O)NCc4ccccc4)c(C)c32)c1C | -2 | -0.3 | -6 | 6 | -3 | / | 1 | 2 | /
NC(=O)C1CCN(c2ccc([N+](=O)[O-])cc2Cl)CC1 | 2 | 0.0 | 4 | -18 | -1 | 11 | -11 | -1 | 1.4
COc1ccc(N(C(=O)Cn2nnc3ccccc32)C(C(=O)NC(C)(C)C)c2ccc(OC)c(O)c2)cc1 (stereo not drawn) | 4 | 1.4 | 18 | 5 | -10 | -6 | 4 | -4 | -0.1
CC(=O)Nc1ccc(S(=O)(=O)N2CCC(C(=O)NCCC(=O)Nc3ccccc3)CC2)cc1 | -1 | 0.3 | -1 | -6 | 0 | 15 | 18 | -10 | 0.0
C=CCC(NC(=O)Cc1ccccc1)C(=O)NCCC (stereo not drawn) | -2 | 0.1 | -17 | / | 2 | 1 | / | -4 | -0.3
CCC(C(=O)NCc1ccc(C)o1)n1nc(C)c2c(C)n(-c3ccccc3)nc2c1=O (stereo not drawn) | 0 | -0.7 | 13 | 3 | 2 | 9 | -21 | 8 | -0.4

Molecules from the list above containing a COOH group:
SMILES | D1 agonist | TRHR agonist | D2 potentiator | D1 antag | TRHR PAM | D2 antagonist | RXFP1 antagonist | D1 PAM | D2 ag
O=C(O)c1csc(Br)c1Br | 3 | 0.3 | 3 | -12 | 5 | -1 | -23 | -3 | 1.1
O=C(O)/C(=C\c1cccc(F)c1)c1ccc(S(=O)(=O)N2CCCC2)s1 | 3 | -0.1 | 13 | -20 | 8 | -9 | -2 | / | 0.9
O=C(NC(Cc1ccccc1)C(=O)O)/C(=C/c1ccccc1)NC(=O)c1ccccc1 (stereo not drawn) | 3 | -0.1 | -3 | 9 | -10 | 10 | 7 | 5 | -0.6
CC(=C/C(=O)O)/C(=C\c1ccc(Br)o1)C(=O)O | 1 | 0.2 | 1 | 6 | -2 | 5 | -9 | -3 | 0.2
COc1ccc(Cl)c(NCCC(=O)O)c1 | 0 | 0.7 | / | -19 | -8 | / | -14 | 10 | /

(list continues)
SMILES | D1 agonist | TRHR agonist | D2 potentiator | D1 antag | TRHR PAM | D2 antagonist | RXFP1 antagonist | D1 PAM | D2 ag
COc1ccc(OC)c(S(=O)(=O)Nc2ccccc2F)c1 | 1 | 0.0 | 7 | 8 | 15 | -2 | -12 | -7 | 0.4
COC(=O)c1ccc(NC(=O)c2ccc[n+]([O-])c2)cc1 | -2 | 1.3 | -15 | -3 | 1 | -17 | -22 | -7 | -0.2
CC(C(=O)NC1CCCCC1)N1C(=O)C2C3C=CC(C3)C2C1=O (stereo not drawn) | 0 | -0.8 | -26 | 3 | -6 | 2 | 0 | -10 | 0.0
COc1cccc(-n2c(-c3ccc(Cl)cc3)cc3c2CC(C)(C)CC3=O)c1 | 3 | 0.0 | 7 | 2 | -9 | / | -19 | 0 | 0.4
NC(=O)C(CC(=O)O)NC(=O)[C@@H]1CCOc2c(I)cc([N+](=O)[O-])cc2C(=O)N[C@@H](CCC(=O)O)C(=O)N[C@@H](CO)C(=O)N1 (stereo partly drawn) | -2 | 0.2 | -4 | 0 | -16 | 2 | / | -5 | 0.8
N#Cc1ccc(OCC(=O)N2CCN(S(=O)(=O)c3cccs3)CC2)cc1 | 4 | 0.1 | 12 | -15 | 4 | 8 | -2 | 4 | 0.0
CCOCCSc1nc2c(c(-c3cccs3)c1C#N)CC/C2=C/c1cccs1 | 9 | 0.4 | 3 | 2 | 1 | 2 | -7 | -1 | -0.3
Cc1ccc(NC(=O)C2CCCN(S(=O)(=O)c3c(C)noc3/C=C/N(C)C)C2)c(C)c1 (stereo not drawn) | 2 | 0.3 | -3 | 0 | -7 | 17 | -39 | -3 | 0.1
COc1cccc(-c2nc3ccccc3s2)c1 | 2 | -0.9 | 3 | 7 | 4 | -4 | -8 | -2 | -1.1
C(=C1/CCCC2=C1Nc1ncnn1C2c1ccccc1)/c1ccccc1 (stereo not drawn) | 4 | -1.0 | / | -9 | 7 | / | / | -11 | /
COc1ccccc1CN1C[C@@H]2C[C@@H](C3=Cc4cccc(OC)c4OC3)N3CCC[C@@]23C1=O | 0 | -0.9 | 2 | 1 | 0 | -6 | -4 | -1 | -0.5
CCCCN(CC)C(=S)Nc1ccc2nc3n(c(=O)c2c1)CCCCC3 | 1 | -0.5 | 10 | -17 | 2 | 3 | -3 | -3 | -0.5
CC(C)c1ccc(Nc2c(-c3ccc(N4CCOCC4)cc3)nc3ncccn23)cc1 | 4 | 1.1 | 5 | -12 | 15 | / | 2 | 0 | 1.3
O=C(C1CC(=O)N(c2ccc(Cl)cc2)C1)N1CCN(Cc2ccc3c(c2)OCO3)CC1 (stereo not drawn) | 5 | 0.0 | 0 | -4 | -4 | -24 | -1 | -6 | 0.8
CC(=O)Nc1ccc2c(c1)N(C(C)=O)c1ccccc1CC2 | 3 | -0.5 | 15 | 2 | 26 | -6 | -3 | -2 | 1.2
CC1CCCN(Cc2nc(Cc3ccccc3Cl)no2)C1 (stereo not drawn) | 5 | -0.4 | 2 | 12 | -2 | -17 | 0 | 0 | 0.7
CC(C)c1ccc(OCC(=O)NNC(=S)NC(=O)c2ccco2)c(Br)c1 | 2 | -0.7 | / | 5 | -2 | / | 8 | 3 | /
C/C(=N\Nc1nncc2ccccc12)c1ccc(C(C)(C)C)cc1 | 3 | 0.4 | 11 | 28 | -3 | 9 | -3 | -4 | -0.7
COC(=O)c1ccc(NC(=O)C(=O)NCC2CCCO2)cc1 (stereo not drawn) | 1 | 0.4 | 14 | -6 | -2 | -10 | -7 | 0 | 1.9
COc1ccc(Cl)cc1C(=O)N1CCN(Cc2ccc3c(c2)OCO3)CC1 | 4 | -0.3 | 6 | -1 | 1 | -12 | -2 | 1 | 0.0
